RSV antiviral HEp-2: inhibition of RSV-induced cytopathic effect – HEp-2 cells, primary 10 µM value included (AID 2391); HEp-2 cells, RSV-induced CPE inhibition; higher % means a stronger effect; 310,000 tested, 0.13% active; one-dose CPE inhibition, % at 10 µM; IC50 in µM for titrated hits; in the data active = a potency from the dose series; inconclusive = CPE inhibition mostly from about 23% at the one dose, without a potency; inactive = the rest, 99 in 100 with CPE inhibition below about 21%; also: strong numbers were not always called active
Dengue-2 NS5 capping: Dengue-2 NS5 methyltransferase inhibitors, primary screen, biochemical, confirmation dose response (AID 588689); Dengue-2 NS5 methyltransferase capping enzyme assay, biochemical; higher % means a stronger effect; inhibition, % at 25 µM; hits with a dose series show IC50 in µM; 340,000 tested, 0.3% active; in the data active = a potency from the dose series; inconclusive = inhibition above about 29% without an active follow-up result
AID2073: inhibitors of Mint1-CaV2.2 protein interaction, biochemical, HTRF (AID 2073); HTRF protein-protein interaction, Mint1-CaV2.2; higher % means a stronger effect; inhibition, % at 20 µM, or IC50 in µM where a hit was titrated; 290,000 tested, 0.19% active; in the data active = inhibition mostly above about 51%, no sharp cut-off; inconclusive = no clear call, values can overlap the other calls; inactive = mostly below about 53%; also: some results filed as inactive read as strong as hits
Rac1 GTP hydrolysis: MgcRacGAP GTPase-activating activity inhibitors, confirmation, biochemical, ADP Hunter fluorescence. MgcRacGAP-stimulated Rac1 GTP hydrolysis, ADP Hunter fluorescence; higher % means a stronger effect; GST-tagged Rac1 F28L mutant substrate. inhibition, % at 30 µM; hits with a dose series show IC50 in µM. 340,000 tested, 0.6% active. AID 624330;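 active = first-screen hits whose inhibition reached a set limit at any dose in the follow-up dose series; inconclusive = inhibition above the set first-screen limit but never retested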;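 also: fluorescence reports GDP produced by GAP-driven GTP hydrolysis; strong numbers were not always called active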
K1F lysis inhibition: protection from phage-mediated lysis, alamar blue read-out – E. coli UTI89, K1F phage, bacterial capsule biogenesis inhibitors (AID 488966); E. coli UTI89 K1F phage lysis, alamar blue, 2 h; higher % means a stronger effect; one-dose inhibition, % at 100 µM; IC50 in µM for titrated hits; 340,000 tested, 0.02% active;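 active = phage lysis inhibition, versus mean bacterial control, above a set limit; inconclusive = no clear call, values can overlap the other calls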;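 also: capsule biogenesis inhibitors block K1F phage lysis so surviving cells raise fluorescence; higher fluorescence means more inhibition of phage lysis; actives were called in the ten point dose series up to 300 µM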
West Nile antiviral: West Nile virus antiviral activity, cell-based, CPE readout (AID 1621); West Nile virus-infected cells, CPE inhibition; higher % means a stronger effect; 290,000 tested, 0.02% active; one-dose CPE inhibition, % at 10 µM; IC50 in µM for titrated hits; in the data active = a potency from the dose series; inconclusive = CPE inhibition mostly from about 3.7% at the one dose, without a potency; inactive = the rest, 99 in 100 with CPE inhibition below about 2.2%; also: strong numbers were not always called active
NTR1 agonist: agonists of NTR1, primary screen, imaging, U2OS cells, beta-arrestin-GFP, high content (AID 493036); activation, % at 20 µM; 330,000 tested, 0.17% active; NTR1-U2OS beta-arrestin-GFP spot imaging, agonist mode; P30989;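 active = activation at or above 40% of the spot to cytoplasm intensity ratio, with at least 20 cells analyzed; inconclusive = wells under 20 cells, flagged as cytotoxic or low count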;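 also: 0% = DMSO without peptide and 100% = 100 nM NTR1 peptide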
Target sequence (P30989 whole entry, looked up): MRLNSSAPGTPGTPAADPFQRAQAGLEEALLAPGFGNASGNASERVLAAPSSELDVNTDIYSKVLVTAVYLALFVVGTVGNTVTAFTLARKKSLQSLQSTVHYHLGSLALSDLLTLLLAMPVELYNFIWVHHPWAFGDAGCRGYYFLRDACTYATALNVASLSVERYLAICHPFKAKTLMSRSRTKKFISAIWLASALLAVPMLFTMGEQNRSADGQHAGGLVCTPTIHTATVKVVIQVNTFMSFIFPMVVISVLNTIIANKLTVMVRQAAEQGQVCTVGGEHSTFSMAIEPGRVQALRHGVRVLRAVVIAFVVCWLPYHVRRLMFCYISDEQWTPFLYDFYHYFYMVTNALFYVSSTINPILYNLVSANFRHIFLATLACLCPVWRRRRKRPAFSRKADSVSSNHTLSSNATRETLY
Large T inhibition: TAg ATPase/helicase activity blockers – biochemical (AID 1903) | 310,000 tested, 0.39% active | inhibition, % at 20 µM; hits with a dose series show IC50 in µM | SV40 large T antigen ATPase/helicase inhibition assay; higher % means a stronger effect; in the data active = a potency from the dose series; inconclusive = inhibition mostly from about 32% at the one dose, without a potency; inactive = the rest, 99 in 100 with inhibition below about 32%; also: strong numbers were not always called active
SIAH1 antagonists: Siah-1 peptide-binding antagonists, primary screen, biochemical, fluorescence polarization, rhodamine-plectin, uHTS (AID 1817). Siah-1 / rhodamine-plectin peptide fluorescence polarization; higher % means a stronger effect. displacement, % at 20 µM; hits with a dose series show IC50 in µM. 290,000 tested, 0.02% active;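 active = displacement of at least 50% at 20 µM, with a fluorescence ratio check between 0.3 and a set limit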;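 also: plate controls were Siah plus tracer with DMSO for no effect and tracer alone without Siah for full effect; strong numbers were not always called active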
NTR1 agonist cell count 20 µM: further read-out of NTR1 agonist, marked with its call; cell count; measured here: cell count, cytotoxicity flag
Dengue-2 NS5 capping pilot replicate: also measured in Dengue-2 NS5 capping; calls as there; inhibition, %; measured here: pilot screen replicate inhibition
The depositor's hits bear a star; ? = inconclusive; nt = no result given; [ ] = another dose, or the depositor's remark.

SMILES	RSV antiviral HEp-2	Dengue-2 NS5 capping	AID2073	Rac1 GTP hydrolysis	K1F lysis inhibition	West Nile antiviral	NTR1 agonist	NTR1 agonist cell count 20 µM	Large T inhibition	SIAH1 antagonists	others
CC(C)(C)NC(=O)C(c1ccccc1)N(C(=O)C1CSC(=O)C1)c1ccccc1 (stereo unspecified)	0.5%	-1%	0%	3%	3.9%	-0.5%	1.8	51	5%	8%
O=C(O)C(=O)/C(=C\c1cccc2ccccc12)c1ccc2ccccc2n1	0.4%	?	7%	5%	1.4%	0.1%	0.0	54	13%	1%
Cc1ccc(O)c(NC(=O)c2cc([N+](=O)[O-])ccc2Cl)c1	-0.8%	-4%	8%	8%	0.3%	1.2%	2.3	46	9%	1%
O=C(NCCN1CCOCC1)c1ccc2c(c1)ncn2C1CCCC1	0.0%	-3%	15%	10%	-0.4%	nt	-0.9	89	10%	0%
COCCCn1c(=O)c2ccccc2n(Cc2ccccc2C)c1=O	3.3%	8%	5%	13%	-0.2%	-0.7%	-0.9	64	-3%	2%
COC(=O)c1sc(N)c(C(=O)OC)c1CSc1nc2sc3c(c2c(=O)n1C)CCC3	-0.5%	-4%	2%	9%	0.6%	-1.2%	3.6	88	22%	4%
Cc1ccccc1NC(=O)COc1cccc2c1CCNC2=O	-2.8%	4%	nt	4%	0.9%[50 µM]	nt	0.5	59	16%	nt
CC(C)n1c(SCc2ccccc2F)nc2c1c(=O)n(C)c(=O)n2C	2.1%	-4%	-7%	1%	4.8%	0.1%	9.2	46	9%	0%
Cc1cc(C)cc(N2C(=O)c3nccnc3C2=O)c1	0.4%	1%	-2%	0%	-0.2%	0.5%	1.3	53	9%	0%
C#CCN1C(=O)C(O)(CC(=O)c2ccc3c(c2)OCCO3)c2ccccc21 (stereo unspecified)	2.9%	-7%	8%	2%	-1.8%	0.2%	-1.1	69	6%	0%
Cc1cc(Cl)nc(SCC(=O)c2ccccc2)n1	-1.1%	1%	5%	10%	0.1%	-0.5%	2.5	54	10%	0%
COc1cccc(NC(=O)CSc2nc3ccccc3c3nc4ccccc4n23)c1	2.6%	-2%	18%	7%	0.2%	-0.4%	-0.6	61	1%	6%
c1cncc(CN=C2Nc3ccccc3CS2)c1	0.5%	nt	-13%	nt	nt	-0.1%	0.2	40	1%	11%
COc1ccc(CCNC(=O)Cc2ccc3c(c2)OCO3)cc1OC	1.2%	-1%	-6%	2%	0.7%[50 µM]	-0.2%	-0.9	49	13%	-2%
COc1cccc(NC(=O)C2CCN(S(=O)(=O)c3ccc4[nH]c(=O)ccc4c3)CC2)c1	0.6%	-3%	5%	2%	1.0%	1.2%	0.8	92	-4%	-4%
COc1cccc(NS(=O)(=O)c2ccc3[nH]cc(C(=O)NCCCOC(C)C)c(=O)c3c2)c1	4.3%	-6%	21%	9%	4.0%	1.6%	5.6	89	4%	-6%
O=C(CNc1ccc2ccccc2c1)N/N=C/C=C/c1cccc([N+](=O)[O-])c1	8.2%	-6%	-8%	3%	1.4%	?	3.8	31	26%	-8%
CSCc1cc(N2CCOCC2)nc(-c2ccccc2)n1	0.5%	-1%	-1%	3%	-1.4%	0.1%	0.2	22	9%	2%
c1ccc(-c2nnc(-c3ccco3)n2-c2ccccc2)cc1	0.0%	-2%	8%	8%	0.1%	-0.2%	-1.9	89	7%	2%
Cc1ccc(NC(=O)C2CC2C)c(Cl)c1 (stereo unspecified)	1.7%	-5%	3%	-1%	0.5%	0.2%	-0.8	31	6%	7%
CCOc1ccc(-n2c(=S)sc3c(=O)[nH]c(SCC(=O)NC(C)CC)nc32)cc1 (stereo unspecified)	2.7%	-1%	-32%	7%	5.1%	0.1%	1.5	63	3%	1%
Cc1nn(Cc2ccccc2)c(Cl)c1C(=O)NCc1ccc(C)n1C	0.4%	-1%	4%	3%	0.6%	-0.1%	-0.2	79	28%	3%
Cc1cc(C)c(OCCCCCn2ccnc2)c(C)c1	12%	-8%	11%	6%	0.5%	-2.4%	0.9	44	4%	1%	Dengue-2 NS5 capping pilot replicate=-1.5
O=C1NC2(CCCCC2)C(=O)N1CC(=O)N(Cc1ccccc1)c1ccccc1	3.0%	-6%	-3%	5%	0.2%	1.0%	-0.8	41	16%	-3%
COc1ccc(OC)c2[nH]c(=O)c(CCNC(=O)c3ccc(Br)o3)cc12	19%	3%	10%	?	1.2%[50 µM]	-0.4%	0.5	61	4%	5%
CCN(CC(=O)NC(C)(C)C)C(=O)c1ccc(Br)cc1	-1.0%	-1%	1%	-1%	0.1%	0.1%	1.2	64	5%	5%
Cc1c(NC(=O)c2ccc(NS(=O)(=O)c3ccccc3)cc2)c(=O)n(-c2ccccc2)n1C	1.9%	-1%	12%	8%	1.3%[50 µM]	-0.6%	0.5	58	5%	-6%
COc1cc(OC)cc(-c2c(C#Cc3ccsc3)c3cc(-c4ccc5[nH]ccc5c4)ccc3n2C)c1	9.2%	4%	nt	5%	3.2%	nt	-1.8	62	nt	nt
COC(=O)[C@@]12CCCCN1[C@H](c1ccc(-c3ccc(Cl)c(Cl)c3)cc1)[C@H]1C(=O)N(C)C(=O)[C@H]12	nt	8%	nt	5%	2.6%	nt	-0.8	49	nt	nt
CC(=O)NC(=S)Nc1ccc(N2CCOCC2)c(S(=O)(=O)Nc2cc(Cl)ccc2Cl)c1	4.6%	-5%	6%	-4%	-1.4%	-0.6%	0.5	39	11%	-8%
Cc1cccc(N2CCN(C(=O)c3ccc4nc[nH]c4c3)CC2)c1C	10%	0%	5%	-1%	2.9%[50 µM]	-0.4%	1.3	49	7%	-6%
Cc1ccc(SCCNC(=O)/C=C/c2ccccc2Cl)cc1	4.8%	-1%	-4%	6%	3.5%	-0.8%	5.3	45	0%	-5%
CCn1cc(S(=O)(=O)Nc2ccc(Cl)cc2F)cn1	1.9%	2%	6%	0%	0.2%	0.6%	-0.2	78	5%	-1%
O=C(COc1ccc([N+](=O)[O-])cc1)NCc1cccnc1	1.6%	3%	1%	6%	3.6%	-0.1%	-0.9	64	13%	13%
COc1ccc(C(=O)NNC(=O)C2CC=CCC2)cc1 (stereo unspecified)	0.6%	-10%	-11%	8%	-0.1%	-0.1%	-1.0	63	6%	9%
CCCCCCSc1cccc(-c2nc3ccccn3c2NCc2ccccc2)c1	nt	2%	nt	-3%	0.6%	nt	16	59	nt	nt
Cc1c(N=NC2=C(O)CC(C)(C)CC2=O)c(=O)n(-c2ccccc2)n1C	2.0%	2%	8%	3%	-0.1%	-0.6%	0.4	101	4%	-2%
Clc1ccc(C2=CSC3=NCCN23)c(Cl)c1	2.5%	5%	nt	10%	0.7%	nt	1.3	49	8%	nt
C=Cn1ccnc1CC(O)c1ccc(OC)cc1 (stereo unspecified)	0.3%	-13%	nt	-6%	-0.5%	nt	-0.2	66	9%	nt
Cc1c(Br)c([N+](=O)[O-])nn1CC(=O)NCc1ccccn1	1.9%	-1%	6%	2%	1.8%	0.5%	-0.4	85	17%	0%
Cc1cc(CC(C)C)n(-c2nc3ccccc3c(=O)n2OCC(N)=O)n1	-1.0%	10%	0%	-11%	-0.3%	-0.4%	-1.2	55	6%	3%
COc1ccc2[nH]c(=O)c(C(c3nnnn3C3CCCC3)N3CCN(Cc4ccc5c(c4)OCO5)CC3)cc2c1 (stereo unspecified)	-2.0%	-6%	0%	1%	0.1%	0.0%	0.1	104	3%	-1%
CCc1ccc(Nc2n[n+](-c3ccccc3)c(-c3ccc(C(=O)O)cc3)s2)cc1	5.3%	-4%	1%	6%	0.3%	0.7%	-0.1	89	31%	5%
Nc1c(Cl)ncnc1N1CCN(c2ncnc(Cl)c2N)CC1	2.4%	0%	-1%	-5%	0.2%	-0.1%	1.0	78	8%	-3%
Cc1ccc(C)c(-c2nnc(NC(=O)c3ccco3)o2)c1	0.7%	4%	nt	8%	1.1%[50 µM]	nt	-0.3	55	9%	nt
Cc1csc2c(=O)sc(NC(=O)c3cccs3)nc12	2.5%	nt	10%	nt	nt	-0.1%	1.4	56	16%	18%
O=C(NCCCN1CCOCC1)c1cnccn1	1.9%	-3%	1%	6%	0.3%	-0.2%	0.4	51	8%	-2%
Cc1cccc(-c2cc3nc(-c4ccccc4)cc(=O)n3[nH]2)c1	17%	0%	15%	8%	0.1%	-0.7%	0.8	45	3%	10%
COc1cc(C(C)=O)ccc1OCC(=O)Nc1ccc(Cl)c(S(=O)(=O)N2CCOCC2)c1	0.2%	0%	nt	6%	0.9%[50 µM]	nt	8.7	43	nt	nt
COc1ccc(CCNC(=O)C2CCN(S(=O)(=O)c3ccc(F)cc3)CC2)cc1	0.7%	2%	4%	11%	0.5%	-0.1%	0.1	54	11%	2%	Dengue-2 NS5 capping pilot replicate=2.1
Cc1cccc(Nc2ccc3nonc3c2[N+](=O)[O-])c1C	2.4%	-1%	-5%	5%	2.0%[50 µM]	0.1%	1.2	79	3%	4%
COc1cccc(CN(C)C(=O)c2csc3c2CCCC3)c1OC	2.2%	-9%	1%	3%	-0.1%	-1.6%	2.0	46	9%	4%
Cc1ccc(S(=O)(=O)N(C)CC(=O)NCCc2c[nH]c3ccccc23)cc1	10%	-7%	13%	4%	0.0%	-1.5%	0.5	50	8%	-2%
O=C(CSc1nnc(C2CC2)n1-c1ccccc1)NCCc1ccccc1	0.7%	-6%	11%	13%	0.4%	0.0%	-0.7	53	10%	-2%
CC(=O)c1ccc(OCCCN2CCCCC2)cc1	-0.6%	-4%	2%	28%	0.0%	-0.9%	-1.2	80	7%	1%
COc1ccc(CCNC(=O)C2CCN(S(C)(=O)=O)CC2)cc1OC	0.7%	-1%	4%	-2%	0.1%	-0.1%	0.5	59	4%	-3%
COc1ccc2c(c1)[nH]c1c(=O)n(CCc3cnc[nH]3)cnc12	0.6%	-4%	-1%	12%	2.6%	0.4%	5.6	80	6%	2%
CC(=O)NC12CC3CC(C1)CC(C(=O)N(C)CC(=O)Nc1ccc(F)c(F)c1F)(C3)C2	-0.4%	-5%	nt	9%	0.6%[50 µM]	nt	-0.6	50	nt	nt
COc1ccc(NS(=O)(=O)c2cc(NC(=O)c3ccc(=O)[nH]c3)ccc2N2CCOCC2)cc1	-0.7%	-15%	7%	2%	-2.7%	-0.3%	2.0	23	5%	-6%
CCOC(=O)C1CCC(CN(Cc2ccccc2)S(=O)(=O)c2ccc([N+](=O)[O-])cc2)CC1 (stereo unspecified)	2.7%	4%	-4%	-1%	-1.0%	0.0%	1.9	42	-3%	5%

Source: PubChem
